ELG1 genotoxic: induces genotoxicity in HEK293T cells with luciferase-tagged ELG1. actives 1.3% (n = 330,000). AID 504466. Potency, µM (series often up to 46 µM), for inactives: at the top dose activity change, positive = activation, usual class: activators. HEK293T ELG1-luciferase reporter, luminescence, 16 h; note: potency is the fitted concentration of half-maximal effect; % of control where 0% means no effect; nearly all actives have a fitted effect of over 60% in size
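After overnight (16 hr) compound treatment at 37 °C, ELG1-luciferase HEK293T cells were lysed with ONE-Glo; luminescence quantified 30 min later at room temperature.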
RORgamma inh: ROR gamma (mouse) transcription inhibition; P51450; Drosophila S2 Gal4-RORgamma UAS-luciferase reporter, 20 h; Potency, µM (doses to about 53.6 µM), for inactives: at the highest dose activity change, negative = inhibition, most hits filed as inhibitors; actives 5.4% (n = 310,000); AID 2551; note: potency is the fitted concentration of half-maximal effect; % is set by controls: 0 for no effect and ±100 for the full control effect; nearly all actives have a fitted effect of over 60% in size
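Using a luciferase readout, inhibitors were identified by reduced reporter activity in Drosophila cells coexpressing a copper-inducible Gal4–ROR gamma fusion and UAS-driven Photinus luciferase, incubated 20 hr after 700 uM copper sulfate.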
Rab9 promoter act: Rab9 promoter activation; Potency, µM (top dose mostly 9.22 µM), for inactives: at the top dose activation, negative = inhibition, actives largely listed as activators; AID 485297; actives 2.8% (n = 320,000); Huh7 Rab9 promoter-luciferase reporter, luminescence, 24 h; note: potency is the fitted concentration of half-maximal effect; % of control where 0% means no effect; nearly all actives have a fitted effect of over 60% in size
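Rab9 promoter-driven luciferase in stably transfected Huh7 cells; 1500 cells/well rested 2 h, exposed to compound in DMSO for 24 h at 37 °C, 5% CO2. Luminescence read 10 min after adding luciferase reagent at ambient temperature.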
TRPV1 ag: human TRPV1 agonism. actives 0.19% (n = 320,000). TRPV1-expressing cells, Fluo-8 calcium influx, agonist mode. Q8NER1. activation, % at 8.33 µM; in the data active = activation above about 80%; inconclusive = between about 30% and that limit; note: 0% is about no effect
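TRPV1-expressing cells were cultured overnight at 35.5C and loaded with Fluo-8 calcium dye for 40 to 90 min at room temperature. After a 10 s baseline, compound was added and calcium influx was read kinetically for 3 min (ex 480/em 520 nm).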
BRCA1 expr up: activators of BRCA1 expression; MCF7-BRCA1-FFLuc reporter, luminescence, 48 h; response scale: scaled: vehicle 0%, 10 µM genistein 100%; Potency, µM (doses to about 46.1 µM), for the others: at the top dose activation, actives largely listed as activators; actives 1.1% (n = 380,000); note: potency is the fitted concentration of half-maximal effect; nearly all actives have a fitted effect of over 80% in size; some results filed as inactive show a strong effect at the top dose
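Using MCF7 cells harboring a BRCA1 firefly luciferase reporter, plated 2 h before compound pinning, the screen measured luminescence after 48 h incubation. Responses were normalized to DMSO and 10 microM genistein, then fitted for concentration-effect.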
p53 reactivator: restores transcriptional activity of mutant p53; H1299 p53-A138V BP100-luciferase reporter, luminescence, 24 h; Potency, µM (titrated, usually from 92.2 µM), for inactives: at the highest dose activity change, positive = activation, hits mostly activators; actives 0.063% (n = 320,000); note: potency is the fitted concentration of half-maximal effect; % of control where 0% means no effect; nearly all actives have a fitted effect of over 45% in size
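p53-null H1299 cells stably carrying temperature-sensitive p53-A138V and a BP100-luciferase reporter were pinned with compounds (4-point, 1:5 series) and held 24 hrs at 37 deg C. Luminescence was read 10 min after detection reagent.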
Gal4-VP16 FLuc: counter-screen for ROR gamma inhibitors: Gal4-VP16 reporter. actives 3.5% (n = 310,000). Potency, µM (titrated, usually from 53.6 µM), without a hit: top-dose activity, negative = inhibition, actives largely listed as inhibitors. AID 2546. Drosophila S2 Gal4-VP16 UAS-luciferase, luminescence, 20 h;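 note: Gal4-VP16 expression switched on by copper sulfate through the metallothionein promoter; potency is the fitted concentration of half-maximal effect; % is set by controls: 0 for no effect and ±100 for the full control effect; nearly all actives have a fitted effect of over 50% in size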
Tb PFK block: T. brucei PFK enzyme inhibition; T. brucei PFK, ADP-Glo luminescence; Potency, µM (titrated, usually from 57.5 µM), without a hit: at the top dose activity, negative = inhibition, hits mostly inhibitors; actives 0.17% (n = 330,000);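 note: potency is the fitted concentration of half-maximal effect; 0% = uninhibited 1x PFK enzyme wells and -100% = no-enzyme wells; nearly all actives have a fitted effect of over 60% in size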
Target sequence (O15648 whole entry, looked up): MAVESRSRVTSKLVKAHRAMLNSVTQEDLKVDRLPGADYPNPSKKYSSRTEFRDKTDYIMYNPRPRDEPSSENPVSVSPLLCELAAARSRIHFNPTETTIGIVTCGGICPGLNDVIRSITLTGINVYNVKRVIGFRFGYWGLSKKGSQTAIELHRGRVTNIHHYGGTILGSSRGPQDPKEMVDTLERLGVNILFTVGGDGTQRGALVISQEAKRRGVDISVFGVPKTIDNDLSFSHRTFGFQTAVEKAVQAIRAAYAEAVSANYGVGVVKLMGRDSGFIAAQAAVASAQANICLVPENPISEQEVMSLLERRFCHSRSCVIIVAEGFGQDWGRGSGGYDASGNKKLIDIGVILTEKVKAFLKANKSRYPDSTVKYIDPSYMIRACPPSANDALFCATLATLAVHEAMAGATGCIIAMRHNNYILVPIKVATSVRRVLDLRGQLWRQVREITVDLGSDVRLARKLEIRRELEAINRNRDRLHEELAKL
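In TEA buffer at pH 8.0 with 5 mM MgCl2, enzyme (1.25 nM) converted F6P (0.5 mM) and ATP (0.1 mM) for 45 min at room temperature. ADP product was read by luciferase luminescence.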
ELG1 repair inh: blocks ELG1-dependent DNA repair in HEK293T cells. HEK293T ELG1-luciferase reporter, luminescence, 16 h; DNA damage induced by 5-fluorouridine. Potency, µM (titrated, usually from 46.1 µM), for inactives: at the highest dose activity change, negative = inhibition, usual class: inhibitors. actives 2.3% (n = 330,000). AID 504467; note: potency is the fitted concentration of half-maximal effect; % is set by controls: 0 for no effect and ±100 for the full control effect; nearly all actives have a fitted effect of over 55% in size
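Step one: seed 2,000 cells per well. Step two: pin-transfer compound or DMSO alongside 5-fluorouridine. Step three: incubate 16 hr, 37 °C, 5% CO2. Step four: add ONE-Glo, wait 30 min, read luminescence.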
FLuc modulator: firefly luciferase modulation, counter-screen for miR-21 project; P08659; AID 588342; Potency, µM (series often up to 57.5 µM), for inactives: at the top dose activity change, negative = inhibition, hits mostly inhibitors; purified FLuc, Km substrates, luminescence inhibition; actives 6.9% (n = 360,000);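 note: potency is the fitted concentration of half-maximal effect; plate controls were vehicle for no effect and reference inhibitor for full effect; nearly all actives have a fitted effect of over 55% in size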
Target sequence (P08659 whole entry, looked up): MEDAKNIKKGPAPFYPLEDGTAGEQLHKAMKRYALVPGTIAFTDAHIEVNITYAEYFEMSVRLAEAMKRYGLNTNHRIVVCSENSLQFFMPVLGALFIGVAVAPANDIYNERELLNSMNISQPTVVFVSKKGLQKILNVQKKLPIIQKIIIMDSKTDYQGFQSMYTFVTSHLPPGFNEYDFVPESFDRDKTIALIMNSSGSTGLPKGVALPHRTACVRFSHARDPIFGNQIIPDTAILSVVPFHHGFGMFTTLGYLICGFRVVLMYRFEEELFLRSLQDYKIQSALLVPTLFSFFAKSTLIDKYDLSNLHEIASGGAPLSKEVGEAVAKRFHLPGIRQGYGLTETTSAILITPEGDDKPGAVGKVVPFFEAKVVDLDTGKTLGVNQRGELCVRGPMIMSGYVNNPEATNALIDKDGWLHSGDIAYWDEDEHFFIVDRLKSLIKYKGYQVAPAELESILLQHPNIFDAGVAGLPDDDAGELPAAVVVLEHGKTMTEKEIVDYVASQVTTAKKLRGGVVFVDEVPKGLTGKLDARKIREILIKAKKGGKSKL
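Biochemical qHTS of compounds, final roughly 60 µM downward over six points, against 10 nM purified firefly luciferase using Km concentrations of substrates (10 uM D-luciferin, 10 uM ATP) in Tris acetate pH 7.5 buffer; luminescence output.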
NPC1 promoter act: activates the NPC1 promoter; Huh7 NPC1 promoter luciferase reporter, 24 h; Potency, µM (highest dose often 9.22 µM), for inactives: at the top dose activation, most hits filed as activators; actives 2.4% (n = 320,000);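 note: potency is the fitted concentration of half-maximal effect; % of control where 0% means no effect; nearly all actives have a fitted effect of over 60% in size; reporter is driven by a mutant NPC1 promoter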
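Huh7 reporter cells (NPC1 promoter driving luciferase) are dosed with compound for 24 h at 37 °C, 5% CO2; luciferase detection reagent is then added and luminescence measured after 10 min at ambient temperature.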
Numbers without * were called inactive; u = inconclusive; x = no result given; & = joins results of further samples; [ ] = another dose, or the depositor's remark. Unless noted, calls come from the whole dose curve; as a rule, active = well fitted curve in the direction sought with a large enough effect; inconclusive = small, poorly fitted or top-dose-only effect, or another doubt; inactive = no such curve, though single readings can be large; an effect the other way counts as inactive or inconclusive.

SMILES	ELG1 genotoxic	RORgamma inh	Rab9 promoter act	TRPV1 ag	BRCA1 expr up	p53 reactivator	Gal4-VP16 FLuc	Tb PFK block	ELG1 repair inh	FLuc modulator	NPC1 promoter act
Cc1nn(CC(=O)c2ccc(Br)s2)c(C)c1[N+](=O)[O-]	2%	24%	0%	27	-24%	0%	-6%	-4%	15%	-2%	-1%
CCN(CC)c1ccc(C=O)c(OC)c1	-7%	0%	9%	-1	-3%	0%	2%	-10%	-5%	-2%	2%
CCc1cc2c(COC(=O)CCNS(=O)(=O)c3cccc(C(F)(F)F)c3)cc(=O)oc2cc1O	0%	x	-3%	1	-16%	-5%	x	1%	u	2%	-1%
O=C(NNC(=O)C1CC(c2cccs2)=NO1)Nc1ccc(Cl)cc1 (configuration not stated)	3%	-29%	1%	2	-8%	9%	-1%	-20%	4%	3%	-4%
CCCCn1c(/C=N/Nc2nc3ccccc3[nH]2)nc2ccccc21	11%	1.8µM*	-31%[inhibitor]	1	-53%	u	1.6µM*	0%	-19%	u	-4%
COc1ccccc1CNC(=O)CCCNC(=O)Cn1cnc2sc(C)c(C)c2c1=O	5%	0%	8%	0	-19%	-2%	5%	6%	12%	0%	2%
O=C(c1ccc(Cl)nc1)c1cccs1	-1%	9%	8%	-2	-69%	-1%	-9%	0%	1%	2%	0%
COc1ccccc1CC(=O)NCc1nn(-c2ccccc2)nc1C	0%	-5%	7%	2	-2%	-3%	-9%	3%	-2%	4%	-4%
Cc1ccc(N(C)C(=O)C2CCCN2S(=O)(=O)c2ccc3c(c2)n(C)c(=O)c(=O)n3C)cc1 (configuration not stated)	-1%	0%	-12%	-1	0%	-2%	-8%	1%	2%	2%	-3%
Cc1ccccc1N(C(=O)Cn1nnc(-c2ccc(F)cc2)n1)C(C(=O)NC(C)(C)C)c1ccncc1 (configuration not stated)	3%	17%	-1%	23	-35%	5%	-12%	-24%	-3%	-6%	6%
CC(=O)Nc1cccc(NC(=O)CSc2nnc3ccc(-c4ccncc4)nn23)c1	0%	x	-2%	-1	24%	3%	x	0%	8%	-2%	-5%
CC(C)(C)c1ccc(CNc2ccc([N+](=O)[O-])cn2)cc1	u	u	u	u	u	u	-7%	5%	u	12µM*	26%
COc1ccccc1CNC(=O)CCCc1ccccc1	9%	45%	7%	16	66%	12%	24%	-2%	u	u	4%
COC(=O)c1ccc(NC(=O)C2CCN(C(=O)Nc3ccccc3)CC2)cc1	1%	x	21%	u	-1%	u	x	-1%	3%	u	3%
COc1ccc(CN(C(=O)c2oc3ccc(F)cc3c2C)C2CCS(=O)(=O)C2)cc1 (configuration not stated)	-7%	0%	0%	6	-29%	-18%	3%	1%	u	1%	-4%
CC(C)CNC(=O)C(=O)NCC(c1ccc2c(c1)OCO2)N1CCOCC1 (configuration not stated)	1%	-10%	-2%	4	-14%	0%	-1%	-3%	6%	4%	-1%
COc1ccc(-c2cn3ccsc3n2)cc1	u	-43%	0.71µM*	-2	u	u	u	-4%	u	2.4µM*	1.6µM*
O=c1cc(CN2CCCc3ccccc32)nc2sccn12	11%	20%	12%	2	-25%	4%	5%	-1%	28%	-16%	-2%
CCOC(=O)N1CCC(NCCNC(=O)c2ccccc2)CC1	-2%&3%	25%	-4%&1%	2&-3	0%&10%	-4%&2%	-7%	8%&-2%	0%&17%	2%&-1%	-2%&3%
CCOC(=O)C1(Cc2cccc(Cl)c2)CCCN(C(=O)c2ccco2)C1 (configuration not stated)	0%	0%	12%	26	34%	u	-1%	-2%	u	u	1%
Cc1ccccc1C(=O)Nc1c(C(=O)N2CCCC2)cnn1-c1ccccc1	-9%	-27%	1%	2	-2%	-4%	-2%[0.365 µM]	-3%	11%	-2%	-4%
CCOc1ncccc1C(=O)Nc1c(C)n(C)n(-c2ccccc2)c1=O	16%	0%	4%	-1	2%	10%	-6%	0%	5%	4%	2%
S=C(NCc1ccco1)N1CCN(C(c2ccccc2)c2ccccc2)CC1	-10%	13µM*	2%	x	-12%	7%	u	-3%	-9%	-1%	2%
Brc1ccc(-c2nn[nH]n2)cc1	4%	-11%	-3%	x	22%	7%	15%	13%	-2%	u	0%
CCn1c(CC(=O)Nc2ccccc2F)nnc1SCC(=O)NC1CCCCC1	1%	-37%	-4%	-5	14%	0%	9%	1%	0%	1%	-2%

Records listed above marked active in NPC1 promoter act:
| compound | RORgamma inh | Rab9 promoter act | TRPV1 ag | p53 reactivator | Tb PFK block | NPC1 promoter act |
| --- | --- | --- | --- | --- | --- | --- |
| COc1ccc(-c2cn3ccsc3n2)cc1 | -43% | 0.71µM* | -2 | u | -4% | 1.6µM* |

(continued)
SMILES	ELG1 genotoxic	RORgamma inh	Rab9 promoter act	TRPV1 ag	BRCA1 expr up	p53 reactivator	Gal4-VP16 FLuc	Tb PFK block	ELG1 repair inh	FLuc modulator	NPC1 promoter act
O=C(CN1CCN(Cc2cccc(Cl)c2)C1=O)NCC1CCCO1 (configuration not stated)	-1%	2%	4%	0	1%	0%	-1%	0%	9%	1%	0%
CCC1CCCCN1CCNS(=O)(=O)c1ccc2c(c1)CCN2C(C)=O (configuration not stated)	-1%	-14%	-2%	0	-10%	-1%	-6%	0%	-4%	-2%	-2%
CCCCN(C(=O)c1[nH]c(C)c(C(=O)OCC)c1C)c1c(N)n(CCCC)c(=O)[nH]c1=O	9%	x	-4%	-2	1%	9%	x	7%	12%	2%	0%
O=C(c1ccc(Cl)c(S(=O)(=O)N2CCCCCC2)c1)N1CCCC(C(F)(F)F)C1 (configuration not stated)	0%	x	-5%	u	-36%	1%	x	1%	-7%	-1%	-5%
CCOC(=O)c1ccc(-c2cccc(-c3cc(=O)oc4cc(OC)cc(OC)c34)c2)cc1	3%	1%	x	x	38%	7%	0%	2%	-6%	x	x
CC(C)CC(OC(=O)c1ccc(Cl)nc1)C(=O)NC1CCCC1 (configuration not stated)	7%	-9%	0%	2	-14%	-3%	-10%	1%	-3%	0%	-3%
CC1CC1C(=O)Nc1nc2ccc(S(C)(=O)=O)cc2s1 (configuration not stated)	10%	42%	18%	9	51%	u	-17%	-1%	26%	-21%	12%
Cc1cccc(-n2ccc(=O)c(C(=O)O)n2)c1	3%	-14%	8%	-1	-10%	4%	-15%	7%	15%	2%	-4%
O=C1/C(=C/c2cccc(O)c2)SC(=S)N1CC1CCCO1 (configuration not stated)	5%	-26%	-9%	14	2%	18%	-14%	-6%	u	u	-13%
O=C(COC(=O)/C=C/c1ccc(S(=O)(=O)N2CCOCC2)cc1)NCc1ccccc1	4%	4%	-1%	-1	-13%	-5%	-6%	5%	14%	-4%	-11%
COc1ccc(N2CCN(C(=O)COC(=O)Cc3ccc(F)cc3)CC2)cc1	0%	x	-2%	3	-6%	8%	x	0%	11%	-1%	3%
CN(C)S(=O)(=O)c1ccc(C(=O)OCCN=C2NS(=O)(=O)c3ccccc32)cc1	-6%	-5%	1%	1	-16%	8%	-14%	-3%	1%	0%	0%
CCCc1cc(C(=O)Nc2ccc(C)cc2)no1	u	u	4.5µM*	x	u	u	7%	-1%	u	3.4µM*	u
CC(=O)C1=C(C)OC(N)=C(C#N)C1c1cccc2ccccc12 (configuration not stated)	0%	22%	-1%	0	12%	-3%	2%	-4%	6%	-1%	11%
O=C(CC(=O)Nc1cccc(Cl)c1)N/N=C\c1ccccc1	-2%	39%	-9%	5	2%	-5%	-15%	2%	-9%	10%	-4%
CCN(CC(=O)Nc1c(F)cccc1F)C(=O)CCOc1ccccc1	-4%	x	1%	0	4%	-1%	x	5%	10%	-3%	-4%
CCCNC(=O)Cn1c(=O)n(CC(=O)N2CCCCC2)c(=O)c2sccc21	1%	-1%	-3%	-1	10%	-2%	0%	0%	7%	2%	-4%
O=Cc1cn(CCC(=O)O)nc1-c1cccc(Cl)c1	0%	28%	1%	0	1%	-5%	2%	-1%	8%	0%	0%
Cc1ccc(S(=O)(=O)N2CCC(C(=O)OCC(=O)N(Cc3ccccc3)C(C)(C)C)CC2)cc1C	u	x	0%	-8	1%	-3%	x	-13%	u	3%	0%
CC(=O)NC1CC2CCCC(C1)N2CC(=O)Nc1ccccc1 (configuration not stated)	-2%	24%	2%	-6	0%	-3%	-5%	0%	10%	0%	1%

Results in RORgamma inh, for some of the entries so far:
smiles	RORgamma inh
O=C1/C(=C/c2cccc(O)c2)SC(=S)N1CC1CCCO1 (configuration not stated)	-26%
O=C(COC(=O)/C=C/c1ccc(S(=O)(=O)N2CCOCC2)cc1)NCc1ccccc1	4%

High-throughput results (PubChem)
